# Source: PubChem (Broad Institute)
# PAX8 inh HTS = PAX8 transcriptional activity inhibition; 1.2% of 360,000 active; RMG-I TPO-luciferase reporter, SteadyGlo, 24 h; inhibition, % at 12.6 µM;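 active = mean replicate inhibition at least 60% with every replicate also reaching 60%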;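 also: luciferase light reporting Pax8 driven TPO promoter activity; plate controls were median of neutral control wells for no effect and mitoxantrone controls for full effect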
# LGR2 antag = Drosophila LGR2 receptor signaling inhibition. 0.35% of 380,000 active. HEK293 LGR2, CRE-luciferase, bursicon-stimulated, 4 h. inhibition, % at 9.99 µM;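 active = drop in luminescence signal, shown as inhibition above about 50% in the replicate tests, limit read from the data, passing the limit was not always enough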;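 also: agonist challenge used bursicon conditioned medium at about half maximal strength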
# SIRT5 block = blocks human SIRT5 desuccinylation of peptide; AID 652115; inhibition, % at 15 µM; Purified SirT5, succinyl-peptide AMC, trypsin-coupled fluorescence; 1.1% of 330,000 active; in the data active = inhibition above about 15%
# Target sequence (Q9NXA8 whole entry, looked up): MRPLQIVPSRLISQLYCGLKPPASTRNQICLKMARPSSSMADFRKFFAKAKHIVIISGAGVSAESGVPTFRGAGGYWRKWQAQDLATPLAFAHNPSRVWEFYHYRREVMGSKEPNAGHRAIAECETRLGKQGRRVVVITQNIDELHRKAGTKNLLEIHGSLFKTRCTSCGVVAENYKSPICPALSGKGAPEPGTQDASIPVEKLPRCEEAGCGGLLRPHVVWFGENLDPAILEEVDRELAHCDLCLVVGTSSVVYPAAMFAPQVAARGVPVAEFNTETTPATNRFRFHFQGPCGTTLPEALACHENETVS
# EWS-Fli block = blocks EWS/Fli oncoprotein-driven transcription; AID 651661; 0.67% of 350,000 active; A673 NR0B1-luciferase reporter, viability-normalised; inhibition, % at 12.6 µM;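 active = mean inhibition of at least 50% after viability correction, with every replicate also passing that limit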;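 also: firefly luciferase signal divided by Alamar Blue viability fluorescence both relative to DMSO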
# DENV2 CPE rescue = DENV2-induced cell death inhibition; AID 651640; 1.7% of 350,000 active; CPE inhibition, % at 9.99 µM; DENV2-infected cells, cytopathic effect rescue, plate reader; in the data active = CPE inhibition above about 20%, passing the limit was not always enough; tested in BHK-21 cells;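 also: 0% = median of neutral control wells and 100% = median of positive control wells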
# ARNT-TACC3 inh = disruptors of human ARNT/TACC3 interaction | inhibition, % at 9.99 µM | AlphaScreen His-ARNT PAS-B/GST-TACC3 binding, luminescence; TACC3 fragment carries E629A point mutation | AID 623870 | Q9Y6A5 | 0.66% of 390,000 active;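 active = mean inhibition of replicates at least 50% and at least half of replicates each reaching 50%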;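 also: 0% = complete ARNT plus TACC3 wells and 100% = ARNT alone without TACC3; many hits fall short of the cut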
# CASP6 VEID inh = inhibitors of human caspase-6. P55212. purified caspase-6, Z-VEID-R110 cleavage fluorescence. inhibition, % at 12.5 µM. 0.53% of 350,000 active;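 active = mean inhibition across replicates at least about 35%, with every replicate also reaching that limit, limit read from the data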;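 also: 0% = median of neutral control wells and 100% = no fluorescence left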
# Target sequence (P55212 24-179 limits assumed): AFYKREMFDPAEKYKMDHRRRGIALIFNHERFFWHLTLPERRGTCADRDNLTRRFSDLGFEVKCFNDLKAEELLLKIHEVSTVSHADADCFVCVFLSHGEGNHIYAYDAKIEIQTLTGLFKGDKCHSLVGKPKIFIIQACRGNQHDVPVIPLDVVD
# Target sequence (P55212 194-293 limits assumed): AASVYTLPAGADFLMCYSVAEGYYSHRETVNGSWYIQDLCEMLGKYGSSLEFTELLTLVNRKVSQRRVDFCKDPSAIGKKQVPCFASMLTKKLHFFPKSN
# An asterisk follows results filed as active; / = not tested or not shown; & = joins results of further samples. Hits appear at their usual frequency. Share with any hit: about 4.9%.
canonical_smiles	PAX8 inh HTS	LGR2 antag	SIRT5 block	EWS-Fli block	DENV2 CPE rescue	ARNT-TACC3 inh	CASP6 VEID inh
COc1ccc(S(=O)(=O)N(C)C[C@@H]2OCc3cn(nn3)CCCC(=O)N([C@H](C)CO)C[C@@H]2C)cc1	14	-1	/	2	/	/	/
O=[N+]([O-])c1cccc2c1ccc1ncccc12	-31	-25	-8	-19	-1	-1	1
CC(C)C(O)(C(=O)NNc1ccccc1)C(C)C	-1	15	1	8	10	-4	3
CC(C)NC(=O)Nc1ccc2c(c1)CC(=O)N([C@H](C)CO)C[C@H](C)[C@H](CN(C)S(=O)(=O)c1ccc(F)cc1)O2	8	4	0	-3	0	4	2
O=C(CC1C(=O)NCCN1Cc1ccc(Cl)c(F)c1)NCC1CCOCC1 (stereo not given)	-10	-1	/	10	-4	3	5
Cc1ccc(NS(=O)(=O)c2ccc(C(=O)OCC(=O)N3CCCCC3)cc2)cc1	-10	15	-10	-5	-5	/	-1
O=C(C[C@@H]1CC[C@@H]2[C@H](COC[C@@H](O)CN2Cc2ccc(Oc3ccccc3)cc2)O1)N1CCc2ccccc2C1	45	-6	/	27	2	13	/
COc1cc(NC(=O)c2cnc(NCc3ccccc3)nc2C)cc(OC)c1OC	21	-20	5	7	-4	-1	-1
CCC1CCc2c(n(C)c3ccccc3c2=O)O1 (stereo not given)	26	-7	0	-10	/	-1	-2
CCCC#Cc1ccc([C@@H]2[C@@H](CO)N3C(=O)CN(C(=O)Nc4cccc(F)c4)C[C@@H]23)cc1	33	16	7	3	14	/	0
O=C(NCc1ccccn1)[C@H]1[C@H](CO)[C@H]2Cn3c(cccc3=O)[C@@H]1N2CC1CCCC1	/	-2	0	-3	3	/	2
Cc1ccc2[nH]c(C(=O)N3CCN(C(c4ccccc4)c4ccccc4)CC3)cc2c1	26	13	-3	10	1	10	-1
COc1ccc(OCCCC(=O)OCC(=O)N2CCN(S(=O)(=O)c3ccc(C)cc3C)CC2)cc1	-8	/	1	3	1	6	2
Cc1cccc2sc(NNC(=O)c3ccc(S(=O)(=O)N4CCc5ccccc5C4)cc3)nc12	77*	28	-1	8	3	9	-1
O=C(Nc1ccccc1Cl)Nc1ccnn1C1CCN(C(=O)c2cscn2)CC1	5	2	-4	4	2	2	-5
C[C@H](CO)N1C[C@H](C)[C@@H](CN(C)Cc2ccc3c(c2)OCO3)Oc2ccc(NS(=O)(=O)c3cccs3)cc2C1=O	/	3	-2	-1	-9	8	0
CC1=NN(c2nc(-c3ccc(C#N)cc3)cs2)C(=O)C1	19	-12	9	3	-3	/	1
COc1ccc(S(=O)(=O)N[C@H]2C=C[C@@H](CC(=O)N3CCC(Cc4ccccc4)CC3)O[C@H]2CO)cc1	17	8	3	6	-7	/	1
CCOc1ccc(NC(=O)COc2ccc(C(=O)N3CCC(C(N)=O)CC3)cc2OC)cc1	3	-4	-2	0	5	1	1
O=C(N[C@@H]1C[C@@H]2O[C@@H](CO)CC[C@@H]2O[C@@H]1CCc1ccc(C#Cc2ccccc2)cc1)c1ccccn1	-38	/	-2	-22	11	/	0
CCCNC(=O)N1[C@H](CO)[C@H](c2ccccc2)[C@H]1CNC(=O)c1ccccc1	14	-8	4	0	-10	2	2
C[C@@H]1CCCCO[C@@H](CN(C)C(=O)CCCN(C)C)[C@@H](C)CN([C@H](C)CO)C(=O)c2cc(N(C)C)ccc2O1	-12&-3&-3	2&-6	11&4&-1	-6&-4	-1&19&-5	35&16	2&3&-42
CCS(=O)(=O)c1nc(S(=O)(=O)c2ccc(C)cc2)c(N2CCC(C)CC2)s1	25	-4	-5	10	-5	2	5
CSCCC(C(=O)OC1CCOC1=O)N1C(=O)c2ccccc2C1=O (stereo not given)	16	4	/	3	0	1	-2

# A draw from above in order of count of non-hydrogen atoms, descending:
canonical_smiles	PAX8 inh HTS	LGR2 antag	SIRT5 block	EWS-Fli block	DENV2 CPE rescue	ARNT-TACC3 inh	CASP6 VEID inh
C[C@H](CO)N1C[C@H](C)[C@@H](CN(C)Cc2ccc3c(c2)OCO3)Oc2ccc(NS(=O)(=O)c3cccs3)cc2C1=O	/	3	-2	-1	-9	8	0
C[C@@H]1CCCCO[C@@H](CN(C)C(=O)CCCN(C)C)[C@@H](C)CN([C@H](C)CO)C(=O)c2cc(N(C)C)ccc2O1	-12&-3&-3	2&-6	11&4&-1	-6&-4	-1&19&-5	35&16	2&3&-42
O=C(N[C@@H]1C[C@@H]2O[C@@H](CO)CC[C@@H]2O[C@@H]1CCc1ccc(C#Cc2ccccc2)cc1)c1ccccn1	-38	/	-2	-22	11	/	0
COc1ccc(S(=O)(=O)N[C@H]2C=C[C@@H](CC(=O)N3CCC(Cc4ccccc4)CC3)O[C@H]2CO)cc1	17	8	3	6	-7	/	1
CCCC#Cc1ccc([C@@H]2[C@@H](CO)N3C(=O)CN(C(=O)Nc4cccc(F)c4)C[C@@H]23)cc1	33	16	7	3	14	/	0
O=C(NCc1ccccn1)[C@H]1[C@H](CO)[C@H]2Cn3c(cccc3=O)[C@@H]1N2CC1CCCC1	/	-2	0	-3	3	/	2
COc1cc(NC(=O)c2cnc(NCc3ccccc3)nc2C)cc(OC)c1OC	21	-20	5	7	-4	-1	-1
O=C(Nc1ccccc1Cl)Nc1ccnn1C1CCN(C(=O)c2cscn2)CC1	5	2	-4	4	2	2	-5
CCCNC(=O)N1[C@H](CO)[C@H](c2ccccc2)[C@H]1CNC(=O)c1ccccc1	14	-8	4	0	-10	2	2
CCS(=O)(=O)c1nc(S(=O)(=O)c2ccc(C)cc2)c(N2CCC(C)CC2)s1	25	-4	-5	10	-5	2	5
CC1=NN(c2nc(-c3ccc(C#N)cc3)cs2)C(=O)C1	19	-12	9	3	-3	/	1
CCC1CCc2c(n(C)c3ccccc3c2=O)O1 (stereo not given)	26	-7	0	-10	/	-1	-2
O=[N+]([O-])c1cccc2c1ccc1ncccc12	-31	-25	-8	-19	-1	-1	1

# (listing goes on)
canonical_smiles	PAX8 inh HTS	LGR2 antag	SIRT5 block	EWS-Fli block	DENV2 CPE rescue	ARNT-TACC3 inh	CASP6 VEID inh
Cc1ccc2oc(=O)c3cc(C(=O)NCc4ccco4)sc3c2c1	4	-6	/	2	12	-7	3
C=CCn1c(=NC(=O)C2CCCCC2)sc2cc(NC(C)=O)ccc21	17	28	-7	0	18	-11	-3
NS(=O)(=O)c1ccc(N2C(=O)CCCC2=O)cc1	-9	7	/	11	17	/	-4
C[C@@H]1CCCCO[C@H](CN(C)C(=O)c2ccncc2)[C@H](C)CN([C@H](C)CO)C(=O)c2cc(NC(=O)c3ccccc3)ccc2O1	0	-2	1	/	0	-14	-1
Cc1ccc(S(=O)(=O)Nc2ccc3c(c2)C(=O)N([C@@H](C)CO)C[C@@H](C)[C@@H](CN(C)S(=O)(=O)c2ccc(Cl)cc2)OCCCC[C@H](C)O3)cc1	46	24	/	0	-15	-3	/
COCCNC(=O)c1ccc(CN2CCc3ccccc3C2)cc1	7	2	0	0	-6	-4	2
CN(Cc1ccccc1)c1cc2c(c3c1ccn3C)C1CCC2O1 (stereo not given)	32	-9	-2	2	-7	/	-1
C[C@@H]1CN([C@@H](C)CO)C(=O)Cc2cc(NC(=O)Nc3ccc(F)cc3)ccc2O[C@H]1CN(C)C(=O)Nc1ccc(F)cc1	/	-12	-11	-12	-7	8	/
O=S(=O)(CC(CN1CCOCC1)N1CCOCC1)c1ccccc1 (stereo not given)	-10	-25	-2	-14	/	-1	1
Cc1cc(S(=O)(=O)N(Cc2ccccc2F)C2CC2)ccc1-n1cnnn1	5	7	-5	3	4	-14	/
CS(=O)(=O)N1CCCC(C(=O)Nc2ccc(Br)cc2F)C1 (stereo not given)	-7	-8	-1	4	-1	-13	2
COc1cc(C(=O)OCC(=O)NC2CCS(=O)(=O)C2)ccc1OCc1c(C)noc1C (stereo not given)	37	3	-1	-2	/	/	3
O=S(=O)(N[C@@H]1CC[C@@H](CCn2cc(-c3ccccn3)nn2)O[C@H]1CO)c1cccc(Cl)c1	21	-13	0	-2	37*	66*	1
Cc1ccc(C(=O)C(C)OC(=O)CCN2C(=O)C3C4C=CC(C5CC45)C3C2=O)cc1 (stereo not given)	-10	-2	-2	-10	12	-5	8
CC(=O)Nc1cccc(OCC(=O)Nc2cccc(S(=O)(=O)N3CCCC3)c2)c1	10	-7	-5	7	-5	-4	2
CC(=O)Nc1ccc2c(c1)Cc1c-2cc(Br)c(N)c1Br	-32	-17	-1	-23	10	-4	-3
C[C@@H]1CN([C@H](C)CO)C(=O)Cc2cc(NC(=O)C3CC3)ccc2O[C@H]1CN(C)S(=O)(=O)c1ccc(F)cc1	/	-9	/	-7	-1	-7	-2
COc1ccc(CNC(=O)CNC(=O)c2cccs2)c(OC)c1	7	3	1	5	-1	-18	0
COc1cc(C(=O)NCc2ccc3c(c2)OCO3)c([N+](=O)[O-])cc1OC	15	-11	-2	10	1	-2	3
CC(=O)N1[C@@H]2c3ccc(-c4ccccc4)c(=O)n3C[C@@H]2[C@@H](CO)[C@@H]1C(=O)NC1CCC1	-3	-1	-27	-7	2	-6	/
CCOC(=O)[C@]12CCCC=C1N(Cc1ccco1)C(=O)[C@H](CC(=O)NCC13CC4CC(CC(C4)C1)C3)C2	5	3	1	-7	7	/	0
C[C@@H]1CN([C@@H](C)CO)C(=O)c2cc(C#CC3CCCC3)cnc2O[C@@H]1CN(C)S(=O)(=O)c1cccc(F)c1	6	12	5	2	15	12	-2
COc1ccc(OC)c(NC(=O)C2C3C=CC(C3)C2C(=O)NCc2cccnc2)c1 (stereo not given)	2	-12	-3	4	/	6	1
CCNC(=O)C[C@H]1C=C[C@H](NC(=O)C2CCOCC2)[C@H](CO)O1	-6	3	2	-5	6	-4	3
CN(C)CCN(C)C1CN(Cc2ccccc2)S(=O)(=O)C1 (stereo not given)	4	9	-1	-19	-3	/	-4
CSCCCNC(=O)c1ccc(OC2CCN(C(=O)c3cccnc3)CC2)cc1	-13	9	-2	-3	8	-8	2
Cc1ccc2nsnc2c1S(=O)(=O)N1CCN(C)CC1	0	15	0	3	5	-3	-1
O=C(CCN1CCCCC1)NCC[C@@H]1CC[C@@H](NC(=O)c2ccc(F)cc2)[C@H](CO)O1	-32	12	8	-10	4	7	-6
CN(C)CCCN(C(=O)c1ccc2c(c1)CCCC2)c1nc2cc3c(cc2s1)OCO3	11	14	-5	5	6	/	2
C=CCSC1=N/C(=C\c2cccnc2)C(=O)N1c1ccc(OC)cc1	8	12	/	/	/	3	/
COc1ccccc1Cc1c(-c2ccc(F)cc2)nc2ccc(Cl)cn12	-71	1	0	-65	-3	/	18
